Bioassay records deposited in PubChem by Johns Hopkins Ion Channel Center.
CHT allo act – human CHT allosteric activation; B-score at 10 µM; CHT-expressing cells, membrane potential dye, choline EC20; active compounds read high; LV-AA mutant CHT in HEK293 cells; 310,000 tested, 0.49% active;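 active means initial fluorescence not abnormally high and integrated response B-score, plate-corrected, over 3 SD above library mean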
Target sequence (Q9GZV3 whole entry, looked up): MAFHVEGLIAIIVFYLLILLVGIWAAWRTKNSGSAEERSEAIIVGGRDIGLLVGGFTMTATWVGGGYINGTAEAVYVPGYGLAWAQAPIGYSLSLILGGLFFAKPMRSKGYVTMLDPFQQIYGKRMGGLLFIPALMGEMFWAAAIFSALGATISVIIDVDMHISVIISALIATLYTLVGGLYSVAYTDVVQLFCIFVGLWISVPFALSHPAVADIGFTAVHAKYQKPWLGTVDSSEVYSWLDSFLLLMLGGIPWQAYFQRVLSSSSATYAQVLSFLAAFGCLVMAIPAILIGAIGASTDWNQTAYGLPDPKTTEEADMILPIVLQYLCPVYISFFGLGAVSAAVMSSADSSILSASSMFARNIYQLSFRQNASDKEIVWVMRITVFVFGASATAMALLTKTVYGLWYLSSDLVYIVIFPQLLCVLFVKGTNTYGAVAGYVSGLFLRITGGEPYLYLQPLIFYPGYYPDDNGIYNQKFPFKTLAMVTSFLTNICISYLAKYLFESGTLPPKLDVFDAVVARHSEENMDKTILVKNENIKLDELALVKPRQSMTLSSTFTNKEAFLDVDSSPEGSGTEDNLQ
CHT inh – inhibitors of human choline transporter CHT; Q9GZV3; CHT-expressing cells, membrane potential dye, choline response; active compounds read low; B-score at 10 µM; 310,000 tested, 0.86% active; AID 488975;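 active means B-score over 3 SD under the library average, and starting fluorescence ratio not unusually high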;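 further: choline stimulus applied at its EC90 after an EC20 pre-addition; B-score computed on integrated fluorescence ratio after choline addition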
Numbers without * were called inactive; i = inactive.

SMILES	CHT allo act	CHT inh
O=C(N/N=C/c1cc(Br)cc([N+](=O)[O-])c1O)c1ccc(NC(=O)c2ccc(F)cc2)cc1	i	i
CCn1c(CNC(=O)c2cc(OC)c(OC)c(OC)c2)cc2ccccc21	i	i
CSc1ccc(-c2nc(CSCC(=O)NCCCN3CCCC3=O)c(C)o2)cc1	i	i
COc1ccc(CNS(=O)(=O)c2ccc(-c3ccc(=O)[nH]n3)s2)cc1OC	i	i
CCN(CCCNC(=O)c1nn(C)c2c1CS(=O)(=O)c1ccccc1-2)Cc1ccccc1	i	i
O=C(CSc1cccc[n+]1[O-])Nc1cccc(Oc2ccccc2)c1	i	i
c1ccc(-c2cn3c(n2)CCC3)cc1	i	i
CC1(C)C2CC[C@]3(C)C(CC=C4[C@@H]5C[C@@](C)(CO)[C@@H](O)C[C@]5(C(=O)O)CC[C@]43C)[C@@]2(C)CC[C@@H]1O (stereo not given in full)	i	i
O=C(Nc1ccc(Oc2ccccc2)nc1)C1CCCCN1Cc1ccc(OCCO)cc1 (stereo not given)	i	i
CC(=O)N(CCCc1ccc(C(C)(C)C)cc1)CCCN(C)C	i	i
CCOc1ccc(S(=O)(=O)N2CCC(C(=O)N3CCc4ccccc4C3)CC2)cc1	i	i
COc1cccc(-c2csc(N3CCN(CC(=O)NNC(=O)c4ccc(Cl)cc4)CC3)n2)c1	i	i
CCOC(=O)C1CCN(c2c(NC3CCCCCCC3)c(=O)c2=O)CC1	i	i
CCC(C)(C(=O)NC1CCCC1)N(C(=O)CNC(=O)c1ccccc1)c1c(C)n(C)n(-c2ccccc2)c1=O (stereo not given)	i	i
Cc1noc(C)c1CSc1nnnn1-c1ccc(Cl)cc1	i	i
CCOC(=O)c1cn(Cc2ccc(C)cc2)c2cc(F)ccc2c1=O	i	i
O=C(COC(=O)C1CCN(c2ccc(C(F)(F)F)cn2)CC1)c1cccc(Br)c1	i	i
N/C(=N\OC(=O)c1ccc2c(c1)OCO2)c1cccc(Br)c1	i	i
O=C(COC(=O)c1ccco1)NCc1ccc2c(c1)OCO2	i	i
Cc1ccccc1Cn1c(=O)n(CCC(=O)NCc2ccc3c(c2)OCO3)c(=O)c2ccccc21	i	i
O=C(NNc1cc(N2CCCC2)nc(N2CCCC2)n1)c1ccc([N+](=O)[O-])cc1	i	i
COc1ccccc1NC(=O)CN1C(=O)COc2ccc(S(=O)(=O)N3CCOCC3)cc21	i	i
O=C(Cc1ccc(Br)cc1)Nc1ccccc1Sc1ccccc1	i	i
CCCCSc1nc2c(cnn2-c2ccccc2)c(=O)n1N	i	i
Cc1ccc(NC(=O)N(C)c2ccccc2)cc1	i	i
Cn1c(SCC(=O)c2cc(Cl)c(Cl)s2)nnc1-c1ccco1	i	i
CC(CCc1ccco1)NC(=O)c1cc2c(-c3ccccc3F)nn(C)c2s1 (stereo not given)	i	i
CCOc1cc2[nH]c(=O)n(CCC(=O)NCc3ccc(OC)cc3)c(=O)c2cc1OCC	i	i
C/C(CC1CC2=C(CC1(C)C)C(C)(C)CCC2)=N\NC(N)=S (stereo not given)	i	i
CCCCC(=O)Nc1cccc(NC(=S)NC(=O)C(C)C)c1	i	i
CC(C)NC(=O)COc1ccc(S(=O)(=O)N(C)Cc2ccccc2)cc1	i	i
NS(=O)(=O)c1ccc(CNC(=O)CCS(=O)(=O)Cc2ccccc2)cc1	i	i
CCNC(=O)CCS(=O)(=O)c1ccc2ccccc2c1	i	i
CCC(C)Oc1ccc(C(=O)Nc2ccc(CN3CCOCC3)cc2)cc1 (stereo not given)	i	i
COc1ccc(S(=O)(=O)N2CCOCC2)cc1NC(=O)COc1ccccc1OC	i	i
CCOC(=O)N1CCN(CC(=O)Nc2ccc([N+](=O)[O-])cc2C(=O)Nc2ccccc2F)CC1	i	i
Cc1ccc(CN2CCCOCCS2(=O)=O)cc1	i	i
CC1(C)CC(=O)C2=C(C1)NC(=O)CC2c1ccc(F)cc1 (stereo not given)	i	i
CCC(=O)NC(c1ccc(N(C)C)cc1)c1c(O)ccc2ccccc12 (stereo not given)	i	i
COc1cc(C2C(C#N)=C(N)OC3=C2C(=O)CC(C)(C)C3)ccc1OC(=O)N1CCOCC1 (stereo not given)	i	i
FC(F)(F)Oc1ccc(Nc2nc(N3CCOCC3)nc(N3CCOCC3)n2)cc1	i	i
CCn1cc(/C=N/N=C2\CCC3C4CCc5cc(O)ccc5C4CC[C@]23C)c(C)n1 (stereo not given in full)	i	i
CC(C)CC(=O)Nc1nnc(SCC(=O)NCc2ccc3c(c2)OCO3)s1	i	i
c1ccc(OCc2nn3c(-c4ccncc4)nnc3s2)cc1	i	i
CCOc1cc(C(=O)OCc2cccc(OC)c2OC)ccc1OCC(=O)N1CCOCC1	i	i
Cc1ccc(NC(=S)N(Cc2cccs2)Cc2cc3cc(C)ccc3[nH]c2=O)cc1	i	i
O=C(CNC(=O)c1cccs1)NCC(=O)OCc1c(F)cccc1Cl	i	i
S=C1NC[C@H](CC2CCCCC2)N1CCc1cccc2ccccc12	i	i
CCC1C(=O)NCCN1C(=O)c1ccc2nc(Cc3cccc(Cl)c3)oc2c1 (stereo not given)	i	i
CC[n+]1c(/C=C(\C)Nc2ccccc2)sc2ccccc21	i	i
CC(=O)c1ccc(NC2OC(CO)C(O)C(O)C2O)cc1 (stereo not given)	i	i
CC(=O)N1CCN(S(=O)(=O)c2cccc(C(=O)Nc3ccc(OC(F)F)cc3)c2)CC1	i	i
CC(C)NC(=O)c1cc(-n2cnnc2)ccc1Cl	i	i
O=C(N/N=C1/CCc2ccccc21)C1CC1	i	i
CN(C)S(=O)(=O)c1ccc(S(=O)(=O)N2CCCC(C(=O)NC3CC3)C2)cc1 (stereo not given)	i	i
Nc1ccc(O)c(C(=O)O)c1	i	i

(next part)
SMILES	CHT allo act	CHT inh
CC(=O)Nc1ccc(/C(C)=N/Nc2nc(Nc3cccc4ccccc34)nc(N3CCOCC3)n2)cc1	i	i
O=c1cc(-c2ccccc2Cl)oc2c(NS(=O)(=O)c3cccc4nsnc34)ccc(O)c12	i	i
Cc1nc2ccccn2c1C(=O)N/N=C/c1ccc([N+](=O)[O-])o1	i	i
CCCCC(=O)Nc1ccc(NC(=O)C2CC2)cn1	i	i
CC(C)CC(=O)Nc1cc2c3c(c1)CCN3C(=O)CC2	i	i
Cc1cc2c(c(=O)o1)C(C1C=CCCC1)C(C#N)=C(N)O2 (stereo not given)	i	i
COC(=O)CN1C(=O)C2(C(C#N)=C(N)Oc3c2c(C)nn3-c2ccccc2)c2ccccc21 (stereo not given)	i	i
CN(CC(=O)NCc1ccccc1)S(=O)(=O)c1cnc[nH]1	i	i
CC1CCCCN1C(=O)c1cc(-c2ccc(Cl)c(Cl)c2)on1 (stereo not given)	i	i
O=C(Nc1cccc2[nH]ncc12)NS(=O)(=O)c1ccccc1	i	i
Cn1c(=O)oc2cc(S(=O)(=O)NCCCN3CCCC3=O)ccc21	i	i
CN(C)CCCn1c(=O)n(CCc2ccccc2)c(=O)c2c3c(sc21)CCCCC3	i	-7.8*
COc1ccc(NC(=O)CSc2nc(=O)n(CCN3CCOCC3)c3c2CCCC3)c(OC)c1	i	i
Cc1cccc(-c2noc(CNC(=O)COc3ccccc3C)n2)c1	i	i
Cc1nn(CCc2n[nH]c(=S)n2-c2ccc(F)c(Cl)c2)c(C)c1[N+](=O)[O-]	i	i
S=C(Nc1ccc(Cl)cc1Cl)N1CCOCC1	i	i
COCCn1c(N)c(N(Cc2ccccc2)C(=O)C2CCCC2)c(=O)[nH]c1=O	i	i
Cc1ccc(C(=O)CCCn2nnc(-c3cccnc3)n2)cc1C	i	i
O=c1c2cc(Br)ccc2nc(-c2ccc([N+](=O)[O-])cc2)n1O	i	-6.3*
CCOC(=O)c1c(C)[nH]c(C)c1C(=O)CSc1nc2ccccc2[nH]1	i	i
O=P(O)(COc1ccccc1)COc1ccccc1	i	i
Cc1ccc(F)c(NC=C2C(=O)OC(C)(C)OC2=O)c1	i	i
COc1ccc(NS(=O)(=O)c2c(C)cc(C)cc2C)cc1	i	i
O=S(=O)(c1ccc(Br)cc1)N1CCN(c2ccc3nnc(-c4ccccc4)n3n2)CC1	i	i
C=CCn1c(SCc2nnc(-c3ccccc3)o2)nnc1C(O)c1ccccc1 (stereo not given)	i	i
CN1CCN(C(=O)/C(=C/c2cn(S(=O)(=O)N(C)C)c3ccccc23)NC(=O)c2ccccc2Cl)CC1	i	i
Cc1ccc(NC(=O)CCCn2c(=S)[nH]c3ccsc3c2=O)cc1C	i	i
CNC(=O)c1ccc(NC(=O)Cc2ccc(S(=O)(=O)N3CCOCC3)s2)cc1	i	i
CNc1ccc(Cl)nn1	i	i
O=C(CN1CCN(S(=O)(=O)N2CCCCCC2)CC1)Nc1ccc(Br)cc1	i	i
CCn1c(SCC(=O)Nc2oc(-c3ccccc3)c(-c3ccccc3)c2C#N)nnc1-c1ccncc1	i	i
c1ccc(SCc2cn(C[C@H]3CC[C@@H]([C@@H]4CC[C@H](Cn5cc(CSc6ccccc6)nn5)O4)O3)nn2)cc1	i	i
COC(=O)Cn1c2c(c3cc(C)ccc31)CCCC2	i	i
O=C(c1cccn2c(=O)c3ccc(Cl)cc3nc12)N1CCN(Cc2ccc3c(c2)OCO3)CC1	i	i
COc1ccc(CCNS(=O)(=O)c2ccc(F)cc2)cc1OC	i	i
CCN(CC(=O)NC(=O)NC1CCCCC1)Cc1ccccc1	i	i
COc1ccc(CNC(=O)COC(=O)CCCOc2ccc(Cl)cc2Cl)cc1OC	i	i
COc1ccc(OC(C)C(=O)NCCc2nc3ccccc3[nH]2)cc1 (stereo not given)	i	i
CCN(CC)S(=O)(=O)c1ccc2[nH]c(=O)c3ccccc3c2c1	i	i
Cc1ccc(-n2c(N)c(C(N)=O)sc2=S)c(C)c1	i	i

Molecules shown so far that have a COOH group, in the order listed:
SMILES	CHT allo act	CHT inh
CC1(C)C2CC[C@]3(C)C(CC=C4[C@@H]5C[C@@](C)(CO)[C@@H](O)C[C@]5(C(=O)O)CC[C@]43C)[C@@]2(C)CC[C@@H]1O (stereo not given in full)	i	i
Nc1ccc(O)c(C(=O)O)c1	i	i

Next section
SMILES	CHT allo act	CHT inh
O=C(NCCCN1CCOCC1)c1ccc2c(=O)n(CCc3ccccc3)c(=O)[nH]c2c1	i	i
CCOc1ccc(/C=N/NC(=O)COc2ccccc2-c2ccccc2)cc1	i	i
O=C(CN1CCN(Cc2ccccc2Cl)CC1)N/N=C/c1ccco1	i	i
COc1ccc(NC(=O)n2ncc3cc(Cl)ccc32)cc1OC	i	i
CN1CCN(S(=O)(=O)c2ccc(NC(=O)c3ccc(F)cc3Cl)cc2)CC1	i	i
CC(C)(C)c1ccc(Cn2c(=N)n(CC(O)c3ccco3)c3ccccc32)cc1 (stereo not given)	i	-6.6*
O=C(Nc1ccccc1C(=O)NCCCN1CCOCC1)c1ccc(F)cc1F	i	i
COc1ccc(C)cc1NC(=O)Nc1ccccc1SC	i	i
CC1CCN(CCCOc2ccc(Br)cc2Cl)CC1	i	i
COc1ccccc1/C=C1/C(=O)N(c2ccccc2)N=C1C	i	i
CC(=O)c1cccc(NC(=O)c2cc(-c3ccc(C)cc3)on2)c1	i	i
OC(COc1ccc(Cl)cc1)CN1CCCCC1 (stereo not given)	i	i
COCC1CCCC1OS(N)(=O)=O (stereo not given)	i	i
O=C(CN1C(=O)NC2(CCCC2)C1=O)Nc1cc(Cl)ccc1N1CCOCC1	i	i
CC(=O)c1c(C)[nH]c(C(=O)CSc2ccc(F)cc2)c1C	i	i
O=C(NCCN=C1NS(=O)(=O)c2ccccc21)c1ccncc1	i	i
Cc1ccc(C(=O)OCC(=O)Nc2sccc2C(N)=O)cc1NC(=O)c1ccco1	i	i
N#Cc1c(Cl)cccc1Oc1ccc(S(=O)(=O)Nc2ccccc2)cc1	i	i
O=C(CN1C(=O)/C(=C/c2ccc(F)cc2)SC1=S)NC1CCS(=O)(=O)C1 (stereo not given)	i	i
CCOc1ccccc1NC(=O)CC1SC(=N)N(c2ccccc2)C1=O (stereo not given)	i	i
O=C(/C=C/c1ccccc1[N+](=O)[O-])N1CCN(c2ccccc2F)CC1	i	i
CC(=O)c1cc(F)c(N2CCN(C(=O)c3ccco3)CC2)cc1C	i	i
COc1ccc(-n2c(=S)[nH]c3ccccc32)cc1	i	i
Cc1ccc(Nc2nc(Cl)nc(N(C)C#N)n2)cc1	i	i
CC(=O)N1C(C)(C)CC(=NOC(=O)c2ccccc2)CC1(C)C	i	i
O=C(Nc1ccc(N2CCCC2)cc1)c1cc2ccccc2o1	i	i
CCc1ccc2c(c1)c1nc(C)sc1n2CC(=O)OC	i	i
Cn1cc(CN2CCCC(C(=O)c3cc(F)ccc3F)C2)c2ccccc21 (stereo not given)	i	i
Cn1cc(CN2CCc3sccc3C2)c(-c2ccccc2F)n1	i	i
Cc1noc(NS(=O)(=O)c2ccc(NC(=O)Nc3ccc(Cl)c(Cl)c3)cc2)c1C	i	i

One compound at a time, from the list above. Values in the order: CHT allo act	CHT inh
Results for CCc1ccc2c(c1)c1nc(C)sc1n2CC(=O)OC : i	i
Results for Cn1cc(CN2CCc3sccc3C2)c(-c2ccccc2F)n1 : i	i
Results for CC(=O)N1C(C)(C)CC(=NOC(=O)c2ccccc2)CC1(C)C : i	i
Results for Cc1noc(NS(=O)(=O)c2ccc(NC(=O)Nc3ccc(Cl)c(Cl)c3)cc2)c1C : i	i
